IDH1 mut inh = blocks human IDH1 R132H reductase activity | O75874 | diaphorase/resazurin fluorescence, 60 min | inhibition, % at 10 µM | actives 0.18% (n = 70,000) | AID 624101; in the data active = inhibition above about 34%;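 also: 0% = DMSO and 100% = no enzyme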
PRC2 inh = inhibitors of human EZH2/PRC2 methyltransferase | Q15910 | AID 651548 | inhibition, % at 12.5 µM | PRC2 H3K27 methylation, DELFIA TRF, 1 h | actives 0.35% (n = 57,000);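 active = mean inhibition of replicates at least 50% and every single replicate also reaching 50%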;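 also: dimethyl H3K27 on biotinylated H3 21-44 peptide detected by antibody; plate controls were median neutral control wells for no effect and median positive control wells for full effect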
Target sequence (Q15910 whole entry, looked up): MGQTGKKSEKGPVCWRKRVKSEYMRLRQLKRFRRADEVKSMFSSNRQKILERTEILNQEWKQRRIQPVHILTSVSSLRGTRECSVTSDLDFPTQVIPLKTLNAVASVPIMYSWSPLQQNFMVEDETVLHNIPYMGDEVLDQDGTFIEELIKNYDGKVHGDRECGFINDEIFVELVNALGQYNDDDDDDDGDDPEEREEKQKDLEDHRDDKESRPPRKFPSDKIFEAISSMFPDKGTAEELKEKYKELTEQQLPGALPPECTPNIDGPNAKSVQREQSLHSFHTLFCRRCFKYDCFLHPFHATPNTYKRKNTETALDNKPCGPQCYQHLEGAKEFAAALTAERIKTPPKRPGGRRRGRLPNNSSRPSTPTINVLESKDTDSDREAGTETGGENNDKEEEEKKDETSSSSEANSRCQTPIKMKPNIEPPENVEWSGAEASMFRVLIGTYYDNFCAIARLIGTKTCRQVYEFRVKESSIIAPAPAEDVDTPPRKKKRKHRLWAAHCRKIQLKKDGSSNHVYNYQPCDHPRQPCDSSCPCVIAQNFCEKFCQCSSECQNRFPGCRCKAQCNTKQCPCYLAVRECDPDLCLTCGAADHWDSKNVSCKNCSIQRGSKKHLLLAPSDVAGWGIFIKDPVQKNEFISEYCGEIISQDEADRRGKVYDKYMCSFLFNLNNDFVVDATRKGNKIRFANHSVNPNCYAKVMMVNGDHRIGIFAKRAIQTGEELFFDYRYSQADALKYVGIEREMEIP
The depositor's hits bear a star; x = not tested or not shown; & = joins results of further samples. The list is partial, so the mix of outcomes need not match the whole.

1: CC(=O)c1cccc(N(CC(=O)Nc2ccccc2C(F)(F)F)S(C)(=O)=O)c1
2: C=CCn1c(SCC(=O)O)nnc1-c1cccc(C)c1
3: COc1ccc(NC(=O)N(C)C[C@H]2Oc3ccc(NC(=O)Nc4ccc(C(F)(F)F)cc4)cc3C(=O)N([C@@H](C)CO)C[C@@H]2C)cc1
4: COc1cccc(-c2cnc3c(c2)C(=O)N([C@H](C)CO)C[C@H](C)[C@H](CN(C)C)O3)c1
5: COc1cc(NC(=O)COc2ccc(Cl)cc2C)c(OC)cc1Cl
6: C[C@H](CO)N1C[C@H](C)[C@H](CN(C)C(=O)Nc2cccc3ccccc23)Oc2ccc(NC(=O)Cn3cnnn3)cc2C1=O

Assay by compound	1	2	3	4	5	6
IDH1 mut inh	-0.2	3.1	3.4	-0.9	1.2	1.2
PRC2 inh	5.4	-8.2	x	-7.1	13.8	x

7: C[C@@H]1CN([C@@H](C)CO)C(=O)c2cc(NC(=O)Nc3ccc4c(c3)OCO4)ccc2O[C@@H]1CN(C)Cc1ccc(Oc2ccccc2)cc1
8: COc1ccc(OC)c(NC(=O)c2ccc(CSc3nnc(C)s3)cc2)c1
9: CC(C)NC(=O)Nc1ccc2c(c1)CC(=O)N([C@@H](C)CO)C[C@H](C)[C@@H](CN(C)CC1CCCCC1)O2
10: COc1ccc(CN(C)C[C@H]2Oc3c(NC(=O)c4ccncc4)cccc3C(=O)N([C@@H](C)CO)C[C@@H]2C)cc1
11: CCCNC(=O)Nc1ccc2c(c1)C(=O)N(C)C[C@H](OC)[C@@H](C)CN(Cc1ccncc1)[C@@H](C)CO2
12: C[C@H]1CN([C@@H](C)CO)C(=O)c2cc(NS(=O)(=O)c3ccccc3)ccc2O[C@H]1CN(C)Cc1ccc(C(=O)O)cc1

Assay by compound	7	8	9	10	11	12
IDH1 mut inh	0.3	-0.8	-3.1	-1.0	x	0.9
PRC2 inh	x	x	-2.6	3.9	2.2	x

13: COc1ccc(S(=O)(=O)N(C)C[C@@H]2OCCCC[C@H](C)Oc3ccc(NS(=O)(=O)c4ccc(C)cc4)cc3C(=O)N([C@@H](C)CO)C[C@H]2C)cc1
14: COc1cccc(NC(=O)CCc2nc(-c3ccc(C)cc3)no2)c1
15: COc1ccc(-c2cnc3c(c2)C(=O)N([C@H](C)CO)C[C@@H](C)[C@@H](CN(C)C(=O)Cc2ccccn2)O3)cc1
16: C[C@@H]1CN([C@@H](C)CO)C(=O)c2cc(-c3cncnc3)cnc2O[C@H]1CN(C)C(=O)c1ccccc1F
17: C[C@H]1CN([C@@H](C)CO)C(=O)c2cc(-c3ccccc3)cnc2O[C@H]1CN(C)Cc1ccccc1
18: Cc1noc(C)c1NC(=O)N[C@@H]1C=C[C@@H](CC(=O)NCCCN(C)C)O[C@H]1CO

Assay by compound	13	14	15	16	17	18
IDH1 mut inh	-1.3	0.0	-1.9	0.8	0.0	-0.1
PRC2 inh	x	13.4	1.2	10.6	-0.3	9.0

19: CNC[C@H]1OCCCC[C@@H](C)Oc2ccc(NC(=O)Nc3c(C)noc3C)cc2C(=O)N([C@H](C)CO)C[C@@H]1C
20: CCCN1C[C@@H](C)[C@@H](OC)CN(C)C(=O)c2ccc(NC(=O)Nc3cccc(OC)c3)cc2OC[C@@H]1C
21: C[C@@H]1CN([C@H](C)CO)S(=O)(=O)c2ccc(Br)cc2O[C@@H]1CN(C)C
22: COC(=O)c1nnn(CC(=O)N(Cc2ccccc2)c2ccc(Br)cc2)c1C(=O)OC
23: COc1ccc(NC(=O)N[C@@H]2CC[C@H](CCn3cc(-c4ccccc4F)nn3)O[C@H]2CO)cc1
24: C[C@@H]1CN([C@H](C)CO)C(=O)c2cc(-c3ccccc3F)cnc2O[C@@H]1CN(C)Cc1ccccc1F

Assay by compound	19	20	21	22	23	24
IDH1 mut inh	2.1	-0.6	-0.6	0.3	0.3	-0.4
PRC2 inh	-0.5	-6.7	9.9	12.2	-0.9	x

25: C/C=C/c1ccc2c(c1)O[C@H](CN(C)C(=O)Nc1ccc(OC)cc1)[C@@H](C)CN([C@H](C)CO)S2(=O)=O
26: CCCC(=O)Nc1ccc2c(c1)OC[C@@H](C)N(C(=O)c1ccncc1)C[C@H](C)[C@@H](OC)CN(C)C2=O
27: C[C@H](CO)N1C[C@H](C)[C@H](CN(C)CC2CCCC2)Oc2ncc(C#Cc3cccc(F)c3)cc2C1=O
28: Cc1ccc(S(=O)(=O)N(C)C[C@@H]2OCCCC[C@H](C)Oc3ccc(NC(=O)Nc4ccc(C(F)(F)F)cc4)cc3C(=O)N([C@@H](C)CO)C[C@H]2C)cc1
29: C[C@@H]1CN([C@@H](C)CO)C(=O)c2cccc(NC(=O)CCCCCC(=O)Nc3ccccc3N)c2O[C@H]1CN(C)Cc1ccc(Oc2ccccc2)cc1
30: O=C(NCC[C@@H]1CC[C@@H](NC(=O)c2cccnc2)[C@H](CO)O1)Nc1ccc(F)cc1

Assay by compound	25	26	27	28	29	30
IDH1 mut inh	-0.7	0.2	0.2	-2.3	x	-0.1
PRC2 inh	4.2	2.2	-10.8	x	-8.9	-7.0

31: Cc1noc(C)c1NC(=O)N[C@@H]1CC[C@@H](CC(=O)NCCCN(C)C)O[C@@H]1CO
32: COc1ccccc1NC(=O)N1C[C@@H](C)[C@H](OC)CN(C)C(=O)c2cc(NC(=O)c3cc(C)on3)ccc2OC[C@H]1C
33: C[C@H]1CCCCO[C@H](CN(C)C(=O)c2ccncc2)[C@@H](C)CN([C@@H](C)CO)C(=O)c2cc(NS(=O)(=O)c3ccc(F)cc3)ccc2O1
34: O=C(C[C@H]1CC[C@H](NC(=O)Nc2ccc(C(F)(F)F)cc2)[C@H](CO)O1)NCc1cc(F)cc(F)c1
35: C[C@@H]1CN([C@@H](C)CO)C(=O)Cc2cc(NS(C)(=O)=O)ccc2O[C@@H]1CN(C)S(C)(=O)=O
36: CC(C)NC(=O)N(C)C[C@@H]1Oc2ccc(NC(=O)CCCCCC(=O)Nc3ccccc3N)cc2C(=O)N([C@H](C)CO)C[C@@H]1C

Assay by compound	31	32	33	34	35	36
IDH1 mut inh	0.2	0.0	0.2	0.3	0.9	x
PRC2 inh	-2.0	1.8	x	-3.8	x	1.5

37: O=C(CCN1CCCCC1)N[C@H]1CC[C@@H](CCNS(=O)(=O)c2ccccc2)O[C@H]1CO
38: C[C@H](CO)N1C[C@H](C)[C@H](CN(C)C(=O)c2ccc(N3CCN(C)CC3)cc2)OCc2cn(nn2)CCCC1=O
39: C[C@H]1CN([C@@H](C)CO)C(=O)c2cc(C#Cc3ccccc3F)cnc2O[C@H]1CN(C)C
40: O=C(C[C@H]1C=C[C@@H](NC(=O)Nc2ccccc2)[C@H](CO)O1)NCc1ccccn1
41: S=c1[nH]nc(-c2cccnc2)n1C1CCCCC1
42: Cc1noc(C)c1NC(=O)N(C)C[C@H]1Oc2ccc(NC(=O)Nc3ccccc3)cc2CC(=O)N([C@@H](C)CO)C[C@@H]1C

Assay by compound	37	38	39	40	41	42
IDH1 mut inh	0.1	0.2	0.4	-0.3	-0.1	-0.1
PRC2 inh	0.0	2.8	-12.8	-0.8	-12.5	x

43: CCOC(=O)c1c(NC(=O)CSc2ncn[nH]2)sc2c1CCC2
44: O=C(N/N=C/c1ccc(-c2cccc(Cl)c2)o1)c1ccccc1O
45: COc1cccc(NC(=O)N[C@H]2CC[C@H](CC(=O)NCc3ccccn3)O[C@H]2CO)c1
46: C[C@@H]1CN([C@@H](C)CO)C(=O)Cc2cc(NC(=O)C3CC3)ccc2O[C@H]1CN(C)Cc1ccc(Cl)c(Cl)c1
47: CO[C@@H]1CN(C)C(=O)c2cc(NC(=O)Nc3cc(F)ccc3F)ccc2OC[C@H](C)NC[C@H]1C
48: C[C@H](CO)N1C[C@H](C)[C@H](CN(C)C)Oc2ncc(C#CC3CC3)cc2C1=O

Assay by compound	43	44	45	46	47	48
IDH1 mut inh	13.6	-0.1	0.5	1.6	-0.3	-0.1
PRC2 inh	-20.6	-0.9	2.4	-14.8	-3.5	1.2

49: C[C@H]1CN([C@@H](C)CO)C(=O)Cc2cc(NC(=O)Cc3cn(C)c4ccccc34)ccc2O[C@@H]1CN(C)S(=O)(=O)c1cn(C)cn1
50: C[C@@H]1CN([C@@H](C)CO)C(=O)c2cc(C#Cc3ccccn3)cnc2O[C@@H]1CN(C)CC1CCCC1
51: C[C@@H]1CN([C@@H](C)CO)C(=O)c2cc(NC(=O)CCC(F)(F)F)ccc2O[C@@H](C)CCCCO[C@@H]1CN(C)C(=O)Nc1ccc(F)cc1
52: CC(C)NC(=O)Nc1ccc2c(c1)C(=O)N([C@@H](C)CO)C[C@H](C)[C@@H](CN(C)C(=O)Nc1ccccc1)OCCCC[C@@H](C)O2
53: C[C@H]1CN([C@@H](C)CO)C(=O)Cc2cc(NC(=O)c3ccncc3)ccc2O[C@@H]1CN(C)S(C)(=O)=O
54: CCCN(C)C[C@H]1OCCCC[C@H](C)Oc2ccc(NC(=O)CCCN(C)C)cc2C(=O)N([C@H](C)CO)C[C@@H]1C

Assay by compound	49	50	51	52	53	54
IDH1 mut inh	-24.5	2.7	4.4	1.1	0.2	2.8
PRC2 inh	x	2.5	x	-18.7	4.1	-18.0

Reformatted: results already given.
Results follow in this order: IDH1 mut inh | PRC2 inh
44. O=C(N/N=C/c1ccc(-c2cccc(Cl)c2)o1)c1ccccc1O
    -0.1 | -0.9
45. COc1cccc(NC(=O)N[C@H]2CC[C@H](CC(=O)NCc3ccccn3)O[C@H]2CO)c1
    0.5 | 2.4
46. C[C@@H]1CN([C@@H](C)CO)C(=O)Cc2cc(NC(=O)C3CC3)ccc2O[C@H]1CN(C)Cc1ccc(Cl)c(Cl)c1
    1.6 | -14.8
47. CO[C@@H]1CN(C)C(=O)c2cc(NC(=O)Nc3cc(F)ccc3F)ccc2OC[C@H](C)NC[C@H]1C
    -0.3 | -3.5
48. C[C@H](CO)N1C[C@H](C)[C@H](CN(C)C)Oc2ncc(C#CC3CC3)cc2C1=O
    -0.1 | 1.2
49. C[C@H]1CN([C@@H](C)CO)C(=O)Cc2cc(NC(=O)Cc3cn(C)c4ccccc34)ccc2O[C@@H]1CN(C)S(=O)(=O)c1cn(C)cn1
    -24.5 | x
50. C[C@@H]1CN([C@@H](C)CO)C(=O)c2cc(C#Cc3ccccn3)cnc2O[C@@H]1CN(C)CC1CCCC1
    2.7 | 2.5
51. C[C@@H]1CN([C@@H](C)CO)C(=O)c2cc(NC(=O)CCC(F)(F)F)ccc2O[C@@H](C)CCCCO[C@@H]1CN(C)C(=O)Nc1ccc(F)cc1
    4.4 | x

(more compounds)
55: COc1ccc(S(=O)(=O)N(C)C[C@H]2OCCCC[C@@H](C)Oc3ccc(NS(=O)(=O)c4ccccc4)cc3C(=O)N([C@H](C)CO)C[C@@H]2C)cc1
56: Cc1ccccc1-c1ccc2c(c1)O[C@H](CN(C)C(=O)C1CC1)[C@@H](C)CN([C@@H](C)CO)S2(=O)=O
57: Nc1nc(NCCc2ccc(O)cc2)nc2nc(-c3ccco3)nn12
58: CN([NH2+][O-])c1cc(O)ccc1O
59: Cc1ccc(S(=O)(=O)Nc2ccc3c(c2)C(=O)N([C@H](C)CO)C[C@@H](C)[C@@H](CN(C)S(=O)(=O)c2ccc(F)cc2)OCCCC[C@H](C)O3)cc1
60: CO[C@@H]1CN(C)C(=O)c2ccc(NC(C)=O)cc2OC[C@@H](C)N(Cc2ccc(F)cc2)C[C@H]1C

Assay by compound	55	56	57	58	59	60
IDH1 mut inh	-1.0	-0.6	-0.8	69.3*	-0.7	0.1
PRC2 inh	x	8.9&-7.9	-9.8	-13.5	x	0.1

61: C[C@@H]1CN([C@@H](C)CO)C(=O)c2cccc(NS(=O)(=O)c3ccccc3)c2O[C@H]1CN(C)C(=O)Nc1ccccc1
62: C[C@H](CO)N1C[C@H](C)[C@H](CN(C)Cc2ccc(F)cc2)Oc2ncc(/C=C/c3ccccc3)cc2C1=O
63: CCCC(=O)Nc1ccc2c(c1)OC[C@H](C)N(C(=O)c1cccnc1)C[C@@H](C)[C@@H](OC)CN(C)C2=O
64: CO[C@H]1CN(C)C(=O)c2cc(NC(C)=O)ccc2OC[C@@H](C)N(C(=O)C2CCCCC2)C[C@@H]1C
65: C=CCN1CCc2c(cc(O)c(O)c2Cl)C(c2ccccc2)C1 (centres undefined)
66: CNC[C@@H]1Oc2cc(C#CCN(C)C)ccc2S(=O)(=O)N([C@@H](C)CO)C[C@H]1C
67: CC(=O)N[C@H]1[C@H](O[C@H]2CC[C@@]3(C)C(CC[C@]4(C)C3CC=C3[C@@H]5CC(C)(C)CC[C@]5(C(=O)OC5OCC(O)C(O)C5O)C(O)C[C@]34C)C2(C)C)O[C@H](COC2OCC(O)C(OC3OCC(O)C(O)C3O)C2O)[C@@H](O[C@@H]2O[C@@H](C)[C@H](O)[C@@H](O)[C@H]2O[C@@H]2O[C@@H](C)[C@H](O)[C@@H](O)[C@H]2O)[C@@H]1O (some centres undefined)

Assay by compound	61	62	63	64	65	66	67
IDH1 mut inh	0.5	0.1	-0.3	0.1	-3.9	19.8	0.1
PRC2 inh	18.9	-2.6	5.1	1.9	x	-10.0	15.8
